# GC-B act – GC-B (human) receptor activation | HEK293-GC-B cells, CNP EC30, cGMP TR-FRET; 0% at EC30 CNP, 100% saturating CNP | 370,000 tested, 0.11% active | activation, % at 10 µM | AID 1920062;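 active = activation at 10 µM reaching about 35% in either raw or pattern-adjusted values, limit read from the data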
# PRMT1 FP inh – PRMT1 (human) inhibition, primary screen. recombinant PRMT1, activity-based probe fluorescence polarization. 370,000 tested, 1.3% active. inhibition, % at 2.79 µM;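 active = inhibition above about 21% made by adding two undisclosed values, limit read from the data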
# Target sequence (Q99873 whole entry, looked up): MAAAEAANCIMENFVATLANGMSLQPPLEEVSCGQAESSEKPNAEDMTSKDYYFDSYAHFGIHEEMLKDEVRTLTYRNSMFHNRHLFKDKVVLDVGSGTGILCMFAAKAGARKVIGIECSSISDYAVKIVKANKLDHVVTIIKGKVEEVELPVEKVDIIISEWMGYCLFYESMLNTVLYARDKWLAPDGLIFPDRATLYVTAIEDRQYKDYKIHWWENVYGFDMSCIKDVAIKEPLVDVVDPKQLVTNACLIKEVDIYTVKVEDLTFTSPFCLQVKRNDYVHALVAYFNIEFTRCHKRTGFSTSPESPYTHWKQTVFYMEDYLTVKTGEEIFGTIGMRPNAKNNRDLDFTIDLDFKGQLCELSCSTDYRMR
# MBD2 inh – inhibitors of human MBD2 binding to methylated oligonucleotide. Q9UBB5. TR-FRET. inhibition, % at 4.4 µM. 370,000 tested, 0.31% active. AID 686964; in the data active = inhibition above about 13%
# TDP2 inh – TDP2 (human) inhibition, absorbance primary screen; O95551; recombinant TDP2, T5PNP hydrolysis, p-nitrophenol absorbance 415 nm; inhibition, % at 12.8 µM; 370,000 tested, 0.34% active; AID 720702;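 active = inhibition above the mean of all tested compounds plus 3 SD, set per campaign, cut at about 25% in these data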;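 also: 0% = DMSO with enzyme and 100% = buffer with substrate but no TDP2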
#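 Read-out basis: percent inhibition. System: recombinant human TDP2. Buffer or medium: Mg2+-containing Tris-HCl buffer, pH 7.5. Repeats: single replicate. Timing: reaction 2 h, 37 °C. Benchmarks: high control without enzyme, low control DMSO plus TDP2. Probe or stimulus: 5 mM T5PNP. Doses: 12.8 µM only. Measured by: epi absorbance of p-nitrophenol freed from T5PNP by hydrolysis.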
# TCR CD3 inh – human TCR-CD3 binding inhibition; TAMRA-labeled TCR probe fluorescence, biochemical; inhibition, % at 9.4 µM; 360,000 tested, 0.37% active; in the data active = inhibition above about 19%;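 also: recombinant mutant TCR 2C K166C tagged with TAMRA read by polarization; 0% = receptor in buffer alone and 100% = receptor with positive control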
# rCAG RNA binder – binds r(CAG) RNA repeats; r(CAG) RNA repeat, TO-PRO-1 dye displacement fluorescence; inhibition, % at 3 µM; 370,000 tested, 1.3% active; AID 651821;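 active = inhibition above the plate cutoff, the mean of all test compounds on that plate plus 3 SD, cut at about 35% in these data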;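 also: 0% = DMSO alone and 100% = 100 µM mitoxantrone as full dye displacement; higher means more dye released from RNA so lower well fluorescence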
# HTRA1 inh – blocks human HTRA1 serine peptidase. inhibition, % at 5.96 µM. 340,000 tested, 0.5% active. recombinant HTRA1, FP-rhodamine activity-based probe, fluorescence polarization. Q92743; in the data active = inhibition above about 36%;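 also: 0% = enzyme with DMSO and 100% = wells lacking enzyme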
# Target sequence (Q92743 whole entry, looked up): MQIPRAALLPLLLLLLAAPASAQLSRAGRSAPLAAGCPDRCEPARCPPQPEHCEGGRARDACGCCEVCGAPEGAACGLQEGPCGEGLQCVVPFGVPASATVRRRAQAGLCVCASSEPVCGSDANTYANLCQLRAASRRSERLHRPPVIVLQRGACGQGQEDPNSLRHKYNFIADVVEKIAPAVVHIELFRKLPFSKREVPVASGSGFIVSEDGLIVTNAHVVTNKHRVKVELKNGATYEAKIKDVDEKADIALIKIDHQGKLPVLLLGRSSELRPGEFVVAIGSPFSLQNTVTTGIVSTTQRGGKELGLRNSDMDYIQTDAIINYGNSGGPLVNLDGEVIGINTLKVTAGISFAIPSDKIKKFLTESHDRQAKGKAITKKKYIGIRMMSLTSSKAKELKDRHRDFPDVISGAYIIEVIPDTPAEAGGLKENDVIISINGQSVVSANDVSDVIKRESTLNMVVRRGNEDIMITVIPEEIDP
# ABHD4 inh – inhibits mouse alpha/beta hydrolase domain 4; inhibition, % at 8.92 µM; Q8VD66; 370,000 tested, 0.54% active; purified mABHD4, FP-Rh probe fluorescence polarization;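 active = inhibition exceeding the mean over every tested compound plus 3 SD, cut at about 30% in these data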;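 also: 0% = plate median of compound wells and 100% = S159A mutant with DMSO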
#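 Assay system: mABHD4 protein; medium: HEPES pH 7.0, NaCl, Pluronic buffer; dosing: 8.92 µM, single dose; schedule: 45 min + 60 min at 25 °C; signal: FP readout, ex 525 nm / em 598 nm; read-out: normalized percent inhibition of probe labeling; repeats: single replicate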
# SIAE inh – blocks human sialic acid acetylesterase | inhibition, % at 9.66 µM | Q9HAT2 | SIAE FP-Rh probe binding, fluorescence polarization | 370,000 tested, 0.69% active;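 active = inhibition above a cutoff: mean of compounds within the control limits plus 3 SD of those, cut at about 17% in these data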;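 also: 0% = plate median of compound wells and 100% = probe without SIAE protein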
# LEDGF integ inh – blocks HIV-1 LEDGF/p75-dependent DNA integration; TR-FRET IN-LEDGF/p75 DNA integration, Eu/Cy5; inhibition, % at 3.7 µM; 370,000 tested, 0.64% active; AID 743269;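 active = inhibition above the screen-wide mean plus 3 SD, cut at about 13% in these data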;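 also: signal is the Cy5 over europium emission ratio at 671 and 618 nm; 0% = plate median of compound wells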
# The depositor's hits bear a star; . = no result given. Only part of the results is shown (hit frequency here may not be typical).
cpd	structure	GC-B act	PRMT1 FP inh	MBD2 inh	TDP2 inh	TCR CD3 inh	rCAG RNA binder	HTRA1 inh	ABHD4 inh	SIAE inh	LEDGF integ inh
1	CCCCOc1ccc(-c2ncc(C(=O)O)c(C)n2)cc1	-3	-1	1	-4	2	1	2	-3	-1	2
2	Cc1nc(NC(=O)c2ccccc2[N+](=O)[O-])sc1C(=O)N(C)C	0	-1	-5	-7	2	-2	-2	3	4	3
3	N#C/C(=C(/O)CSc1n[nH]c(N)n1)c1nc2ccccc2[nH]1	5	2	-1	16	2	4	2	14	2	0
4	O=C(NC(=S)Nc1ccccc1)c1csnn1	.	-3	-2	8	-3	7	0	11	4	2
5	CCOC(=O)C(C(=O)N1CCOCC1)C1CCCCC1 (centres undefined)	2	3	0	0	10	-3	1	3	8	-3
6	CC(C)CN(CCOc1cccc(N2C(=O)C3=C(CCCC3)C2=O)c1)CC(C)C	0	-1	-3	-1	4	-3	1	3	-3	-2
7	Cc1cccc(CNC(=O)Cn2ccc3cc(S(=O)(=O)N4CCCC4)ccc32)c1	0	5	-1	0	1	3	-7	1	0	-3
8	COc1cc2ncnc(NCc3ccc(F)cc3)c2cc1OC	0	-3	-7	-3	2	-6	5	-7	-1	-2
9	Cc1ccc(-c2nc(CNC(=O)c3ccco3)cs2)cc1	0	6	-5	8	-3	7	-30	8	5	-1
10	Cc1c(C2(O)CCCCC2)[nH]c2ccc(C(F)(F)F)cc12	3	-2	-3	-3	-4	0	19	-3	5	0
11	Nc1c(N(Cc2ccco2)C(=O)c2ccc(Br)cc2)c(=O)[nH]c(=O)n1Cc1ccccc1	4	-2	-4	3	3	8	2	0	5	3
12	CCN(c1c(C)n(C)n(-c2ccccc2)c1=O)S(C)(=O)=O	-1	-1	1	11	-5	-1	0	8	5	1
13	CSc1ccccc1NC(=O)Cn1c(-c2cscn2)nc2ccccc21	4	-4	-1	-24	-4	-1	1	-9	-7	7
14	COc1ccc(C(=O)N/N=C(\C)c2ccccn2)cc1OC	6	3	-5	-2	3	-8	-4	-9	2	-4
15	COc1ccc(C(C)(O)c2nc(-c3cncnc3)cs2)cc1 (centres undefined)	-1	-4	-1	10	-4	4	.	-3	-18	4
16	Cc1ccccc1OCC(=O)N/N=C/c1cccc(Oc2ccc([N+](=O)[O-])cc2[N+](=O)[O-])c1	-1	-2	0	5	1	1	-4	1	-19	2

# Given with one line to a screen: 2 of the compounds above.
15: COc1ccc(C(C)(O)c2nc(-c3cncnc3)cs2)cc1 (centres undefined)
16: Cc1ccccc1OCC(=O)N/N=C/c1cccc(Oc2ccc([N+](=O)[O-])cc2[N+](=O)[O-])c1

Screen / compound no. | 15 | 16
GC-B act | -1 | -1
PRMT1 FP inh | -4 | -2
MBD2 inh | -1 | 0
TDP2 inh | 10 | 5
TCR CD3 inh | -4 | 1
rCAG RNA binder | 4 | 1
HTRA1 inh | . | -4
ABHD4 inh | -3 | 1
SIAE inh | -18 | -19
LEDGF integ inh | 4 | 2

# (more compounds)
cpd	structure	GC-B act	PRMT1 FP inh	MBD2 inh	TDP2 inh	TCR CD3 inh	rCAG RNA binder	HTRA1 inh	ABHD4 inh	SIAE inh	LEDGF integ inh
17	COc1ccc(OCC(=O)OCC(=O)N2C(C)CCCC2C)cc1 (centres undefined)	-2	3	-2	-14	1	-1	-6	2	-2	0
18	O=C(COC(=O)Cc1ccccc1F)NCCc1ccccc1	3	-18	2	2	-3	-1	-2	2	5	-2
19	Cc1csc(Nc2cccc3ccccc23)n1	0	6	2	1	-3	2	1	6	3	3
20	Cc1nc(SCC(=O)N2CC(=O)Nc3ccccc32)nc(C)c1C	2	0	1	10	3	-5	7	0	0	-2
21	CCOc1cc(C(=O)N(C)CC(=O)Nc2cccc3ccccc23)ccc1OC	2	-2	-7	3	6	3	-2	5	1	5
22	C[C@H](CO)N1C[C@H](C)[C@@H](CN(C)C(=O)Nc2ccccc2)Oc2c(NC(=O)Cc3ccccc3)cccc2C1=O	7	-3	-6	-10	-3	3	-2	4	6	-2
23	Fc1cccc(Cl)c1CSc1nnc(-c2ccncc2)o1	4	6	10	-6	-2	0	5	-12	-6	2
24	CC(C)Cc1nnc(NC(=O)CCC(=O)N2CCN(c3ccc(F)cc3)CC2)s1	-6	0	-3	13	-6	-8	-4	8	2	-2
25	O=C(CSc1ncnc2c1nnn2Cc1ccc(F)cc1)NC1CCCCC1	4	-2	3	13	0	-2	8	0	2	0
26	CC(C)CN1CCC(CN2C(=S)NC[C@@H]2Cc2ccccc2)CC1	4	0	-1	5	10	4	.	-3	5	3
27	COc1cc(NC(=O)c2nn(C)c3c2CS(=O)(=O)c2ccccc2-3)cc(OC)c1	-3	-1	4	4	6	2	-1	-5	-24	0
28	O=C(CN(Cc1ccccc1Cl)C(=O)CNS(=O)(=O)c1ccccc1)NCC1CCCO1 (centres undefined)	-1	1	10	15	-2	-3	3	7	1	3
29	CNS(=O)(=O)c1cccc(C(=O)OCC(=O)Nc2sc3c(c2C#N)CCCCC3)c1	-1	0	-3	6	-6	10	-31	-3	-16	-1
30	COc1ccccc1N1CCN(C(=O)COc2cc(C)ccc2C)CC1	-5	-1	-2	-3	5	-1	-5	2	-4	-1
31	COc1cc(Br)cc(C(=O)N2CCc3ccccc32)c1OC	3	0	0	-6	-2	-1	-7	2	-3	-4
32	COC(=O)c1ccc(Nc2nc3ccc(C)cc3n3cnnc23)cc1	-1	-2	-1	-9	1	2	0	-5	-2	6
33	O=C(COC(=O)c1nsc(Cl)c1Cl)NC1CCCCC1	-2	-10	2	-2	0	-2	1	1	-8	1
34	CCc1ccc(NC(=O)Nn2cnnc2)cc1	4	-4	5	-14	2	2	-2	1	-5	4
35	Nc1c(Cl)ncnc1Nc1ccc(C(=O)O)cc1	1	0	1	3	-1	0	6	5	11	-4
36	Cn1c(SCC(=O)c2ccc(F)cc2)nnc1-c1ccccn1	3	5	5	-1	-12	-3	-3	-1	-10	6
37	CCOC(=O)CC1CCCCN1Cc1nc(-c2ccc(F)c(OC)c2)oc1C (centres undefined)	0	-4	-1	-12	14	-7	1	10	3	-4
38	Cc1[nH]c(=O)[nH]c(=O)c1/C=C/C(=O)OCC(C)C	-12	-2	0	2	0	1	-2	6	-3	-2
39	CC1CCCCC1NC(=O)Cn1cnc2sccc2c1=O (centres undefined)	-5	1	-6	-9	-2	1	0	3	0	5
40	Clc1cccc(CN2CCC(Cc3ccccc3)CC2)c1	0	1	6	4	-8	-6	-3	8	2	0
41	COc1ccc(Cl)cc1S(=O)(=O)N1CCCC(C(=O)NCc2ccccc2)C1 (centres undefined)	6	-2	5	2	-1	-6	-4	3	-3	-1
42	COc1ccc(N(CCN2C(=O)c3ccccc3C2=O)C(=O)c2cccc([N+](=O)[O-])c2)cc1	-7	2	0	-3	5	-5	-6	3	1	0
43	O=C(Cn1c(=O)oc2ccccc21)c1ccccc1	3	-2	0	6	4	-2	3	-6	4	2
44	CC(Sc1nnnn1C)C(=O)Nc1ccccc1-c1ccccc1 (centres undefined)	0	2	0	6	4	-1	-2	-3	14	-2
45	COc1cccc(C2c3[nH]c4ccccc4c3C[C@H]3C(=O)N(CCCCCO)CC(=O)N23)c1 (some centres undefined)	-9	-1	0	-11	-2	3	3	2	1	1
46	Cc1nnc(NC(=O)c2ccc(S(=O)(=O)N3CCc4ccccc4C3)cc2)o1	4	1	4	4	-8	18	-2	2	-8	-1
47	O=C1C=CC(=C(c2ccc(O)cc2)c2ccc(O)cc2)C=C1	2	7	0	9	1	15	2	-5	-5	-7
48	COc1ccc(-c2nnc(NC(=O)CS(=O)(=O)c3ccc(F)cc3)o2)cc1	-5	4	4	-1	2	9	2	4	4	-3
49	COc1cc(NC(=O)CN2CCN(Cc3ccc4c(c3)OCO4)CC2)cc(OC)c1	-2	1	4	0	1	-9	-1	24	-7	0
50	C[C@H](CO)N1C[C@H](C)[C@@H](CN(C)CC2CCOCC2)Oc2ncc(Br)cc2C1=O	0	0	-5	2	3	0	7	4	-5	1
51	Cc1ccccc1-c1nnn(CC(=O)c2ccc(S(=O)(=O)N3CCCC3)cc2)n1	0	0	-5	-4	-14	4	-24	-19	-10	2
52	Cc1cc(-c2c(C(=O)N3CCOCC3)c(C)nn2-c2ccccc2)no1	5	-2	-2	-4	-6	-2	2	4	2	-3
53	CCC(c1nc2ccccc2[nH]1)N(C(=O)C1=NNC(=O)CC1)c1ccccc1 (centres undefined)	-7	4	3	8	1	2	.	8	1	0
54	COc1cc(NC(=O)c2cnn3c(C)cc(C)nc23)c(OC)cc1Cl	-10	1	-4	6	2	8	4	-2	-3	1
55	NC(CSC(c1ccccc1)(c1ccccc1)c1ccc(-c2ccccc2)cc1)C(=O)O (centres undefined)	0	2	-2	1	0	23	-81	-22	-17	4
56	O=C(c1n[nH]c(=O)c2ccccc12)N1CCN(C2c3ccccc3-c3ccccc32)CC1	-13	-1	-4	10	7	0	-10	-2	-3	1
57	CC(C)Cn1cc(C(=O)NCCCN2CCCC2=O)c2c3ccccc3n(C)c2c1=O	-15	2	-4	-9	-1	3	9	-3	-5	9
58	COC(=O)C(COC(=O)c1c(F)cccc1F)NC(=O)c1c(F)cccc1F (centres undefined)	1	-4	2	-4	-7	-2	0	1	5	3
59	Cc1ccc2cc(CCNC(=O)C(C)C)c(=O)[nH]c2c1C	-4	-1	1	-5	7	0	-2	3	-2	-3
60	O=C(/C=C/c1ccco1)Nc1ccc(S(=O)(=O)N2CCOCC2)cc1	6	1	0	-2	6	3	-3	4	-2	0
61	O=C(COC(=O)C1=COCCO1)Nc1cc(Cl)c(Cl)cc1Cl	-1	-2	0	3	5	4	-6	1	0	-2
62	COc1cc(C(C(=O)NC2CCCC2)N(Cc2ccccc2)C(=O)c2snc(C(N)=O)c2N)ccc1O (centres undefined)	-11	9	7	-4	-5	2	-9	-11	-4	-2
63	O=C(COC(=O)c1cc([N+](=O)[O-])ccc1N1CCOCC1)Nc1ncc(Cl)cc1Cl	2	0	-7	-2	7	3	-1	4	-3	2
64	COc1ccc([C@H]2C[C@@H](n3cc(COC(=O)c4ccccc4)nn3)[C@H](O)CN2CC2CCCCC2)cc1	-10	-4	0	0	-2	8	-17	-5	-16	3
65	Cc1cc(C)c2sc(N(CCCN(C)C)C(=O)c3ccc(S(=O)(=O)N4CCCc5ccccc54)cc3)nc2c1	-9	2	5	4	1	1	-22	19	14	-2
66	COc1ccc(NC2c3ccccc3C(=O)N2c2cccnc2)cc1Cl (centres undefined)	-2	-7	-5	-4	2	1	7	0	3	2
67	Cc1ccc(C(=O)COC(=O)c2nc3nccc(C)n3n2)c(C)c1	-1	6	3	-9	-7	16	-10	-3	-9	-10
68	Cc1cc(NC(=O)c2sccc2C)n(-c2cccc(Cl)c2)n1	7	-2	-1	5	7	1	-3	-1	0	-2
69	COc1ccccc1NC(=O)COC(=O)c1ccc2ccccc2n1	-5	1	3	-2	-1	1	3	4	0	-1
70	Cc1ccc(S(=O)(=O)/N=C(/Nc2ccc(O)c(C(=O)O)c2)c2ccccc2)cc1	4	5	3	-6	-4	17	3	-4	3	1
71	CCCc1cc(=O)[nH]c(SCc2cc(Cl)ccc2OC(F)F)n1	-6	5	2	-15	-1	7	-36	-19	-3	3
